Compound activity (PubChem)
ssDAF-12 act: activators of S. stercoralis DAF-12 nuclear receptor; HEK293 ssDAF-12/GRIP1 lit1-tk-luc reporter, luminescence; % of 3 µM dafachronic acid response; activation, % at 6.8 µM; 370,000 tested, 1% active; AID 652126;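 active means activation above the mean over all tested compounds plus 3 SD, cut at about 0.9% in these data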;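 further: 0% = DMSO-only wells and 100% = 3 µM delta7-dafachronic acid wells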
hgDAF12 agonist: hgDAF-12 agonism, primary luciferase screen. HEK293 GAL4-hgDAF12 UAS-luciferase reporter, agonist luminescence; normalized to butyrate control. activation, % at 6.8 µM. 370,000 tested, 1.8% active;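 active means activation above a cutoff set at the mean of all screened compounds plus 3 SD, cut at about 10% in these data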;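 further: 0% = DMSO wells and 100% = sodium butyrate wells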
PLCg1 inh: blocks human PLC-gamma1 enzyme activity | purified PLC-gamma1, fluorogenic substrate, fluorescence | inhibition, % at 12.2 µM | 370,000 tested, 0.84% active | AID 720700; in the data active means inhibition above about 9.5%
DAX1 inh-1: inhibitors of DAX1 repression of SF-1 activated StAR promoter; HEK293T StAR-luciferase reporter, SF-1/DAX-1 repression relief; inhibition, % at 6.8 µM; 370,000 tested, 1.1% active; AID 652010;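 active means inhibition above the mean over all tested compounds plus 3 SD, cut at about 3.6% in these data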;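 further: 0% = DAX-1 cells with DMSO and 100% = cells lacking DAX-1 with DMSO; higher inhibition means more luminescence from relief of DAX-1 repression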
MBD2 DNA inh: blocks human MBD2 binding to methylated DNA; Q9UBB5; TR-FRET, MBD2 binding to methylated oligonucleotide; inhibition, % at 4.4 µM; 370,000 tested, 0.31% active; AID 686964; in the data active means inhibition above about 13%
hcDAF-12 act: activates DAF-12 receptor from parasite H. contortus; HEK293 hcDAF-12 lit1-tk-luc reporter, luminescence; 0% DMSO, 100% Δ7-dafachronic acid; activation, % at 6.8 µM; 370,000 tested, 1.4% active; AID 652067;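 active means activation above the mean of all tested compounds plus 3 SD, cut at about 5.5% in these data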;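 further: 100% = response to 3 µM Δ7-dafachronic acid high control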
PLC-beta3 inh: inhibitors of human phospholipase C beta3; 370,000 tested, 0.18% active; inhibition, % at 12.2 µM; Purified PLC-beta3, fluorogenic substrate, fluorescence; AID 720704; in the data active means inhibition above about 11%;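 further: 0% = median of compound wells on plate and 100% = full blocker control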
SMARCA2 act: increases SMARCA2 function in MMTV reporter cells | activation, % at 9.1 µM | MG213 cells, MMTV-luciferase reporter, dexamethasone, overnight | 370,000 tested, 1% active | AID 652017; in the data active means activation above about 7.8%;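 further: 0% = vehicle wells and 100% = reference activator wells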
ADAM17 inh: inhibits human ADAM17. P78536. recombinant ADAM17, EDANS/DABCYL FRET peptide cleavage. inhibition, % at 6.95 µM. 370,000 tested, 0.83% active. AID 720648;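 active means inhibition above the mean of compounds lying between control limits plus 3 SD, set per campaign, cut at about 8.5% in these data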;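 further: 0% = DMSO-only wells as the low control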
Rev-erbA mod: modulates human Rev-erb alpha binding to DNA. P20393. Rev-erbα–FITC-DNA binding, fluorescence polarization, 90 min. activity, % at 10 µM. 370,000 tested, 0.79% active;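 active means activity above about 14%, limit read from the data; passing the limit was not always enough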;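 further: 0% = DMSO wells with 35 nM protein and 100% = DMSO wells with 750 nM protein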
DAX1 inh-2: inhibitors of human orphan nuclear receptor DAX1 (NR0B1). AID 504766. P51843. HEK293 Gal4-DAX1 luciferase reporter, luminescence. 340,000 tested, 0.99% active. inhibition, % at 6.75 µM;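 active means inhibition above the mean over all tested compounds plus 3 SD, cut at about 4.2% in these data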;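 further: 0% = DAX1-transfected cells with DMSO and 100% = empty-vector control cells with DMSO; inhibition shows as a rise in luminescence from relieved DAX1 repression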
Starred values were filed as active, the others as inactive; · = no result given.

SMILES	ssDAF-12 act	hgDAF12 agonist	PLCg1 inh	DAX1 inh-1	MBD2 DNA inh	hcDAF-12 act	PLC-beta3 inh	SMARCA2 act	ADAM17 inh	Rev-erbA mod	DAX1 inh-2
COc1c(C)cc(C(=O)C2CCCN(C(=O)Cn3nc(C)nc3C)C2)cc1C (stereo not given)	-1.2	2.0	0.7	-1.8	-3.0	-0.7	0.9	0.3	1.9	4.9	2.6
COc1ccc(-c2csc(NC(=O)c3cccc(N4C(=O)CCC4=O)c3)n2)cc1C	-1.4	-3.0	0.7	0.0	-2.0	0.1	-2.4	3.1	1.2	9.9	-0.7
CCN(CC)c1ncnc2c1ncn2[C@H]1CN(C2CCCC2)C[C@@H](CO)O1	-1.3	-1.6	0.2	-0.3	5.8	0.0	-0.5	-4.0	-5.3	-2.9	·
Cc1nnnn1/C(=C\c1ccccc1)C(=O)OCC(=O)NC1CCCCC1	-1.7	-0.3	4.9	-5.2	4.7	-1.5	-0.1	-0.4	-2.4	-7.2	-0.9
CCOC(=O)C1CSC(CC(=O)Nc2ccc(OCC)cc2)C(=O)N1 (stereo not given)	-0.6	1.2	7.0	-0.1	-7.7	-1.6	6.2	0.8	1.5	-1.9	0.1
O=C1NC(=S)N/C1=C\c1ccccc1OCc1ccc(C(=O)O)cc1	-1.2	-0.1	-5.7	-0.2	-0.4	1.0	-14.2	-2.0	-9.4	0.7	0.2
CSc1nc(N)nc2c1ncn2CC(=O)Nc1ccc(C)c(C)c1	-1.2	-5.1	0.7	-2.5	0.9	-2.5	-3.8	-7.8	-7.3	-10.3	-2.0
O=C1C=C(NCc2ccc3c(c2)OCO3)CC(c2ccccc2)C1 (stereo not given)	-1.2	-0.6	-6.0	0.2	1.6	0.7	-3.6	-0.8	-1.7	-2.2	·
CN1CCN(C(=O)CCNC(=O)Cn2ccc3ccccc3c2=O)CC1	-1.2	2.1	0.8	-0.3	-4.6	3.8	0.4	-2.2	-2.4	1.0	-0.2
CCN(CC(=O)NCc1ccc(Cl)cc1)CC(=O)Nc1ccc(C(N)=O)cc1	-0.7	-1.6	4.6	1.2	1.2	-0.1	-2.5	-2.3	0.1	-0.9	-0.3
COc1ccc(CCc2nnc(CCC(=O)NCc3ccc4ncccc4c3)o2)cc1	-1.2	-2.6	-0.2	0.2	3.4	-0.5	-4.7	-0.7	0.0	5.3	-0.9
COc1ccccc1CNC(=O)c1cccc(-c2ccc(C)c3ccccc23)n1	-0.6	4.1	-1.4	0.7	0.5	2.0	2.8	-0.2	-0.5	9.9	·
O=C(c1cc(-c2ccco2)on1)N1CCN(c2ccccc2)CC1	-1.2	0.4	-3.1	0.5	1.1	-0.5	-6.2	1.0	-3.2	5.5	0.4
Cc1ccc2oc(-c3ccc(C)c(NC(=S)NC(=O)c4cccs4)c3)nc2c1	2.6*	14.4*	-5.7	3.9*	-5.3	10.8*	-7.4	5.9	-3.1	-7.0	4.7*
Cn1nc(C(C)(C)C)cc1NC(=O)C1(C)CCN1C(=O)C1(c2ccccc2)CCCC1 (stereo not given)	-1.4	-2.5	1.2	-2.9	0.0	0.0	-8.7	-4.7	0.6	3.1	·
O=C(OCc1ccccc1)N1CCC2CC1c1ccc(-c3cccc(F)c3)cc12 (stereo not given)	-0.7	-5.1	1.5	0.2	-2.9	-0.5	-0.5	-4.7	-0.5	3.2	·
CN1CC(=O)N2[C@H]3c4ccccc4OC[C@@H]3[C@H](c3ccccc3)[C@]2(C)C1=O	0.2	0.8	-1.2	0.2	0.8	0.6	1.6	0.7	-1.1	1.5	0.5
O=C(NC(=S)Nc1cc([N+](=O)[O-])ccc1Cl)c1ccccc1	0.1	4.6	1.6	1.0	-2.9	6.6*	1.0	1.6	-5.8	6.2	1.4
COc1ccc(CNC(=O)C2CCN(C(=O)c3ccco3)CC2)cc1	-1.6	0.6	2.3	0.1	-3.8	0.1	-6.9	-2.9	0.6	-1.2	-0.9
Cc1oc(C(C)(C)C)c(CN2CCCC2)c1C(=O)O	-0.5	1.0	1.3	-0.2	-0.6	1.2	2.7	-1.2	-1.6	-1.9	-0.6

Look-ups from the list.
For PLC-beta3 inh, `O=C(NC(=S)Nc1cc([N+](=O)[O-])ccc1Cl)c1ccccc1` is listed with 1.0
For Rev-erbA mod, `O=C(c1cc(-c2ccco2)on1)N1CCN(c2ccccc2)CC1` is listed with 5.5

Next part.
SMILES	ssDAF-12 act	hgDAF12 agonist	PLCg1 inh	DAX1 inh-1	MBD2 DNA inh	hcDAF-12 act	PLC-beta3 inh	SMARCA2 act	ADAM17 inh	Rev-erbA mod	DAX1 inh-2
O=C(O)c1ccc(N/N=C/c2cccc3cccnc23)cc1	2.0*	13.1*	-16.0	2.7	-0.8	8.1*	-31.2	1.2	-2.0	-0.4	1.2
Cc1ccnc(NC(=O)CCC(=O)N(CC(=O)NC(C)(C)C)c2ccc(F)c(Cl)c2)c1	-1.3	-2.8	0.1	0.0	3.5	-1.2	1.1	0.2	2.1	1.1	·
Clc1ccc2nc(-c3ccccn3)c(Nc3ccc4c(c3)OCO4)n2c1	-1.2	13.2*	-6.0	0.8	-7.7	-0.8	-5.3	6.6	0.7	9.5	-2.4
CCn1c(C)nc2cc(C(=O)NNC(=S)NC(=O)c3ccc(OC)cc3)ccc21	-0.7	-1.2	-1.1	0.4	3.7	-0.2	-9.6	-1.9	0.9	-2.7	0.2
Cc1cccc(N2C(=O)CC(Cn3nc(C)cc3C)C2=O)c1 (stereo not given)	-1.9	1.2	1.9	0.2	2.2	-0.5	-6.8	-0.8	0.8	-0.7	0.6
CC(=O)Nc1ccc(NC(=O)C(C)OC(=O)/C=C/c2cnc3ccccc3n2)cc1 (stereo not given)	-0.7	-4.2	-1.3	0.1	1.8	-0.1	-9.9	-0.5	-5.8	-0.9	0.6
COCCCNC(=O)C(=O)C1C(=O)Nc2ccccc21 (stereo not given)	-0.3	0.1	-0.7	-0.1	0.6	10.8*	2.0	0.8	0.8	-4.4	0.3
C/C(NC(=O)c1cccs1)=C1\C(=O)C[C@@H]2[C@H]1C2(C)C	-1.0	6.5	-6.4	-0.2	1.0	1.4	-11.1	5.7	2.1	2.0	0.5
COc1ccc(OCC(=O)NC(CC(=O)O)c2ccc(OC)c(OC)c2)cc1 (stereo not given)	-1.8	1.0	3.3	-0.7	-0.5	-1.6	4.7	-1.7	0.1	-0.7	·
Cc1nc2c3ccccc3n(CC#N)c(=O)n2n1	-0.5	7.9	-0.9	0.9	-1.2	6.1*	-1.7	-0.7	0.8	0.5	-0.1
Cc1ccc(NC(=O)CNc2ccc(Cl)cc2F)cc1	-1.8	1.2	-2.3	-0.3	1.7	-0.7	0.8	-1.4	0.9	-1.9	0.5
CCc1ccc(N(C(=O)C(F)(F)F)C(C(=O)NC2CCCCC2)c2ccncc2)cc1 (stereo not given)	-1.0	1.1	-0.7	-0.1	-4.4	-0.9	3.7	0.5	-0.5	0.4	-0.8
NCCc1nc(-c2ccccc2)cs1	-0.8	0.5	1.1	0.6	-4.2	-1.0	-2.4	0.3	-1.3	4.5	-0.5
CCn1nnnc1SCC(=O)c1ccc(C)cc1	-1.1	3.4	4.3	0.7	-3.6	-0.4	7.2	-1.3	1.7	1.7	-1.7
Cc1cc(=O)[nH]c(N/N=C/c2ccc(Br)s2)n1	-1.2	2.1	8.0	0.0	-3.1	-1.3	2.1	4.0	3.0	4.9	1.2
COc1ccc(C(=O)Cn2cnc3ccccc3c2=O)cc1OC	-1.0	0.3	-3.2	0.2	0.0	-2.9	-10.8	-1.7	-1.1	-3.0	-0.5
CCN(C1CCCCC1)S(=O)(=O)CCNC(=O)c1ccccc1	-1.4	0.0	-1.2	-0.8	0.0	-1.4	-5.2	-1.4	-2.0	3.2	-0.4
CCCCCCNS(=O)(=O)c1nc2nc(C)cc(C)n2n1	-0.5	4.1	6.3	-0.6	0.6	1.6	3.1	-3.3	-0.8	5.4	-0.5
COc1ccc(Br)cc1C(=O)Nc1ccc(N2CCN(S(C)(=O)=O)CC2)cc1	-1.0	-1.2	-5.9	-0.8	-0.7	-2.3	-9.9	-1.5	-2.9	-1.1	-0.9
CCn1c(SCC(=O)Nc2ccc(OC)cc2)nnc1-c1ccco1	-1.2	0.1	-5.4	-0.9	0.6	-2.7	0.1	-4.7	-3.5	-4.5	0.1
COc1ccc(C)cc1NC(=O)CSCc1cc(=O)n2c(C)csc2n1	-0.9	-2.1	-15.5	0.0	0.5	1.5	-26.9	0.0	-16.9	1.4	1.4
Cc1ccc(/C=C2\SC(=S)N(CCCC(=O)Nc3ccccn3)C2=O)cc1	-3.1	-16.2	0.8	-4.1	-3.0	-7.2	-3.5	-8.8	-1.8	1.2	-3.5
CCOC(=O)Cc1csc(NC(=O)C(C)(C)C)n1	-1.4	6.9	-1.0	-0.7	7.8	1.3	5.0	2.4	-3.2	-1.5	1.6
Cc1cc(C)nc(SCc2nnc(SCC(=O)NCc3ccco3)n2-c2ccccc2)n1	-0.5	-1.6	-3.0	-0.3	0.1	-1.2	0.0	-3.0	-3.0	-3.9	0.0
FC(F)(F)c1nc(-c2ccccc2)ncc1-c1nnnn1-c1ccccc1	-2.3	-4.1	6.0	-0.6	-0.6	-4.2	2.9	0.3	6.6	0.5	-1.5
O=c1[nH]c(CSc2ccccn2)nc2ccccc12	-0.4	17.6*	0.3	3.6*	-0.9	2.2	5.8	5.2	-0.5	1.1	1.2
O=C1CC(C(=O)Nc2ccc(Cl)cc2[N+](=O)[O-])C2(CCCCC2)O1 (stereo not given)	-1.6	0.0	0.7	-0.3	1.1	-1.2	2.1	-0.6	-0.5	-3.3	2.3
Cc1nc(N2CCC(C)CC2)c2c(C)c(C(=O)O)sc2n1	-1.6	1.4	-0.2	-0.9	-3.7	2.1	0.9	-1.2	0.3	-1.3	0.8
CCOC(=O)c1c(NC(=O)C2C3C=CC(C3)C2C(=O)O)sc2c1CCCC2 (stereo not given)	-0.3	-2.0	-9.3	-0.6	-0.2	1.2	-12.7	3.7	-13.1	-9.1	-0.8
Cc1cccc(Nc2ncnc3onc(-c4ccc(F)cc4)c23)c1C	-1.3	-2.2	-5.1	0.7	-5.4	-2.0	-10.6	0.1	4.4	2.4	-0.2
O=[N+]([O-])c1cccnc1Sc1ccc(F)cc1	-1.4	-0.4	-0.8	-0.7	-1.6	-1.1	-6.7	-2.1	-5.9	4.5	·
COC(=O)c1ccccc1NC(=O)NC1CC1	-0.6	0.0	2.1	0.2	4.4	-1.5	3.0	-1.1	-0.5	9.4	-0.3
COc1cc(-c2cc(C(=O)Nc3ccccc3N3CCOCC3)c3ccccc3n2)cc(OC)c1OC	-1.3	0.7	-2.5	-0.6	-0.9	-0.6	0.4	-2.2	-0.9	1.6	0.8
CN(C)C=NC(=O)c1cccn1-c1ncc(C(F)(F)F)cc1Cl	-1.1	-0.2	-0.3	-0.7	-5.4	-2.0	1.3	-1.5	-4.5	-3.5	0.4
CC(C)C[C@H](NC(=O)OC(C)(C)C)C(=O)N1CCC(C(=O)O)CC1	-1.4	1.2	8.0	1.0	-5.9	-1.5	7.3	-0.1	4.7	-1.6	1.2
Cc1ccccc1NC(=O)CCS(=O)(=O)c1ccccc1	-0.6	1.2	-1.5	-0.1	-2.7	1.8	0.2	-1.3	-1.3	-5.0	·
